Screens deposited in PubChem BioAssay by National Center for Advancing Translational Sciences (NCATS).
Tau fluor cs: counter-screen for tau fibril formation inhibitors; tau K18 P301L Alexa594 fluorescence, heparin fibrillization; Potency, µM (doses to about 57.7 µM), without a hit: top-dose activity change, negative = decrease; 280,000 compounds, 0.93% hits; further: on the % scale 0 is the no-effect control and ±100 the full control effect; nearly all actives have a fitted effect of over 55% in size
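Human K18 P301L tau (15 uM unlabeled plus 0.24 uM Alexa 594-labeled, final) in 100 mM sodium acetate pH 7 was mixed with compound and 20 uM heparin and incubated 6 hr at 37 C.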
HTT aggregate: reduces HttQ103-GFP aggregates in PC12 cells; 220,000 compounds, 1.1% hits; AID 1688; PC12 HttQ103-GFP aggregates, Acumen cytometry, 40 h; Potency, µM (top dose mostly 46.1 µM), inactives show at the highest dose activity change, negative = inhibition, usual class: inhibitors; further: on the % scale 0 is the no-effect control and ±100 the full control effect; nearly all actives have a fitted effect of over 60% in size
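Compounds (qHTS titration) were added to PC12 cells expressing an ecdysone-driven HTT exon 1 Q103–GFP fusion after induction with 100 nM tebufenozide. Aggregate formation was measured as GFP objects in cell lysates.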
Tau fibril ThT: tau fibrillization inhibition (ThT binding) | Potency, µM (top dose mostly 57.4 µM), for inactives: top-dose activity, negative = inhibition, actives largely listed as inhibitors | recombinant tau K18 P301L, heparin-induced fibrillization, ThT fluorescence | 270,000 compounds, 2.1% hits | AID 1460 | P10636; further: on the % scale 0 is the no-effect control and ±100 the full control effect; nearly all actives have a fitted effect of over 55% in size
Target sequence (P10636 561-689 P618L limits assumed): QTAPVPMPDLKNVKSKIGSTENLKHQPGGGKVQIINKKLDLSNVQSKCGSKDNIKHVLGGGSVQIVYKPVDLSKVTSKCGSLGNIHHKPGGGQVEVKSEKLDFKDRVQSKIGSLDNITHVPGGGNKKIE
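Tau K18 P301L fragment (15 uM unlabeled plus 0.24 uM Alexa 594-labeled) in 100 mM sodium acetate pH 7 with compound, fibrillization induced by 20 uM heparin for 6 hr at 37 C. Thioflavin T (30 uM) added, fluorescence read after 1 hr (ex 450, em 510 nm).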
KDM4E inh: blocks human JMJD2E demethylase activity; JMJD2E catalytic domain, FDH-coupled NADH fluorescence (FDH is formaldehyde dehydrogenase); Potency, µM (doses to about 57.1 µM), for the others: at the top dose activity change, negative = inhibition, most hits filed as inhibitors; 230,000 compounds, 1.6% hits; AID 2147; active means well fitted inhibition curve with a large enough effect, not every such curve was filed as active; inconclusive means small, poorly fitted or top-dose-only effect, or another doubt; inactive means no such curve, though single readings can be large or run the other way;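 further: 0% = wells with enzyme and -100% = buffer wells without enzyme; nearly all actives have a fitted effect of over 50% in size; many of its hits are not listed in these tables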
Target sequence (B2RXH2 1-337 limits assumed): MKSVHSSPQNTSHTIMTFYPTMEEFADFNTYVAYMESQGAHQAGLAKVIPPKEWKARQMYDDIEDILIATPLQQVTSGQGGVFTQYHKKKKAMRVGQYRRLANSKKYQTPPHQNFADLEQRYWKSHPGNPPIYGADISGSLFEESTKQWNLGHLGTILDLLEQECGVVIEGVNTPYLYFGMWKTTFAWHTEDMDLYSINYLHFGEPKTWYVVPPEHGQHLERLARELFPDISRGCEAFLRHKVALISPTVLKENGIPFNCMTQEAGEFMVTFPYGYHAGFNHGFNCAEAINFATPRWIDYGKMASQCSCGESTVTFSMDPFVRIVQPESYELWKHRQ
ALDH1A1 inh: blocks purified human ALDH1A1 activity. P00352. Purified ALDH1A1, NADH fluorescence, propionaldehyde substrate. Potency, µM (titrated, usually from 75.3 µM), for inactives: at the top dose activity, negative = inhibition, actives largely listed as inhibitors. 220,000 compounds, 7.3% hits. AID 1030; active means well fitted inhibition curve with a large enough effect, not every such curve was filed as active; inconclusive means small, poorly fitted or top-dose-only effect, or another doubt; inactive means no such curve, though single readings can be large or run the other way;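 further: plate controls were no enzyme wells and a reference inhibitor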
Target sequence (P00352 whole entry, looked up): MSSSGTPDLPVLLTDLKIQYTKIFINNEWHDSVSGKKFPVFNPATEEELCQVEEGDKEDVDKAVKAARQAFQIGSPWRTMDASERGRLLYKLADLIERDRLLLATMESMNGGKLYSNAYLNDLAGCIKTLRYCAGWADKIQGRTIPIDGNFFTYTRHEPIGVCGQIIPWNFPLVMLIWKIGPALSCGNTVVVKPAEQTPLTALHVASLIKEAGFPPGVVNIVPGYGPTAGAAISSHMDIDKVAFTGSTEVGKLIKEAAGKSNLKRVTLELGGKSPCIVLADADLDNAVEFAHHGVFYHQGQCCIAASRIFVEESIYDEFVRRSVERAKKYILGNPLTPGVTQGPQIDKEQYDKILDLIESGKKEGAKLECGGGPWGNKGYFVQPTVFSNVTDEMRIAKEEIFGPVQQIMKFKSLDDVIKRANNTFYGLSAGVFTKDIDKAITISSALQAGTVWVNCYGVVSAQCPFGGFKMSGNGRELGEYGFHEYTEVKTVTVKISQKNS
Tau fibril FP: inhibitors of human tau fibril formation. P10636. K18 P301L tau heparin fibrillization, Alexa594 FP, 6 h. Potency, µM (top dose mostly 57.7 µM), for inactives: at the highest dose activity, negative = inhibition, actives largely listed as inhibitors. 280,000 compounds, 0.39% hits; further: on the % scale 0 is the no-effect control and ±100 the full control effect; nearly all actives have a fitted effect of over 55% in size
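Heparin (20 uM) drove fibril formation of recombinant tau K18 P301L, 15 uM unlabeled with 0.24 uM Alexa 594 label, for 6 hr at 37 C in 100 mM sodium acetate pH 7. Fluorescence polarization (555/632 nm) read 1 hr after 30 uM ThT.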
HTT ATP protect: cytoprotection in Huntington HTT-Q103 PC12 cell model. PC12 HTT-Q103 induced, cytoprotection, ATP luminescence, 40 h. 230,000 compounds, 0.14% hits. AID 1471. Potency, µM (titrated, usually from 56.4 µM), without a hit: cytoprotection (ATP increase), usual class: activators;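 further: % of control where 0% means no effect; nearly all actives have a fitted effect of over 45% in size; toxic huntingtin expression switched on by the ecdysone agonist tebufenozide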
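PC12 cells stably carrying ecdysone-inducible Htt exon 1 (Q103)–GFP were induced with 100 nM tebufenozide (final) alongside library compounds in a dose series. Cytoprotection was scored as retained ATP by ATPlite luminescence.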
SMN2 splice up: SMN2 splice variant enhancement | AID 1458 | HEK293 SMN2-luciferase splicing reporter, luminescence, 30-36 h | 210,000 compounds, 2.8% hits | Potency, µM (highest dose often 46.1 µM), for the others: top-dose activity change, positive = activation, usual class: activators; further: % of control where 0% means no effect; nearly all actives have a fitted effect of over 55% in size
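HEK293 cells carry an SMN2 minigene-luciferase reporter in which exon 7 inclusion puts luciferase in frame. Cells were seeded at 2000 cells/well, attached for 10-12 hours, then exposed to compounds for 30-36 hours at 37C before ONE-Glo luminescence.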
An asterisk follows results filed as active; ? = inconclusive; . = not tested or not shown; [ ] = dose if it differs, or a comment. Unless noted, the call rests on the fitted dose curve; in most records, active means well fitted curve in the direction sought with a large enough effect; inconclusive means small, poorly fitted or top-dose-only effect, or another doubt; inactive means no such curve, though single readings can be large; an effect the other way counts as inactive or inconclusive. Potency means the concentration at half of the fitted maximal effect. Some of the compounds tested; rates above refer to the full screens.

SMILES	Tau fluor cs	HTT aggregate	Tau fibril ThT	KDM4E inh	ALDH1A1 inh	Tau fibril FP	HTT ATP protect	SMN2 splice up
COc1ccc(C2CC(C(F)(F)F)n3nc(C(=O)NCc4c(C)nn(C)c4C)c(Cl)c3N2)cc1 (stereo unspecified)	-12%	8.9µM*	-18%	-20%	-6%	2%	-12%	-56%[inhibitor]
CCCN(CCC)CCCNC(=O)CC(C(=O)N1CCc2ccccc21)n1ccnc1 (stereo unspecified)	-13%	1%	-7%	10%	7%	-7%	-15%[0.074 µM]	-10%
O=C(NCc1ccncc1)c1c(F)c(F)c(F)c(F)c1F	2%	-2%	0%	3%	1%	-4%	-8%[0.074 µM]	10%
O=C(NC1CCCCCCC1)c1cc(-c2ccccn2)nc2ccccc12	-5%	0%	5%	?	-6%	3%	-17%	-22%
CCCCNC(=S)N1CCN(c2ccccc2Cl)CC1	-15%	-22%	-14%	0%	-1%	2%	-18%	-9%
Cc1nnc(NCCO)c2ccccc12	-7%	6%[9.22 µM]	-11%	-5%	0%	-2%	7%	14%
CC(C)(C)NC(=O)CSc1nnc(-c2ccncc2)o1	-1%	-32%	-1%	-1%	3%	1%	.	2%
CCOC(=O)c1c(C)nc2c(c1C)c(=O)oc1ccccc12	-3%	-1%	-1%	-3%	0%	-5%	-5%[10 µM]	5%
CCc1ccccc1N(CC)C(=O)CCc1nc(-c2ccc(C)cc2)no1	-4%	10µM*	-16%	?	1%	-4%	-47%[inhibitor]	-22%
CCCC/C(O)=C1\C(=O)CCCC1=NCCc1c(C)[nH]c2ccc(OC)cc12	?	3%[9.22 µM]	.	3%	.	-13%	-4%[10 µM]	.
CCCc1c(C(=O)Nc2ccc(F)cc2C)cnn1-c1ccccc1	-16%	-1%[9.22 µM]	-15%	13%	?	-4%	-7%[10 µM]	.
CN1C(=O)N(C)C2CC1N(C)C(=O)N2C	2%	9%	6%	1%	11%	5%	-4%	28%
Cc1cc(C(=O)N/N=C/c2ccc(C)o2)c2ccccc2n1	7%	?	13%	-3%	4%	2%	-42%[10 µM]	19%
FC(F)(F)c1cc(N2CCN(Cc3ccccc3)CC2)c2ccccc2n1	-17%	-21%[9.22 µM]	.	2%	.	3%	19%[10 µM]	.
O=C(CSCc1ccccc1)N=Nc1c(O)[nH]c2ccccc12	-20%	-10%	?	8%	?	-16%	9%[10 µM]	13%
CCOC(=O)C1CCN(c2c(C(=O)c3ccc(OCC)cc3)cnc3ccc(OC)cc23)CC1	-25%	.	?	.	.	1%	.	-12%
Cc1ccsc1/C=N/n1c(=S)[nH]nc(C)c1=O	-5%	-5%	-8%	2%	0%	-5%	18%[0.074 µM]	7%
CCN(c1cccc(C)c1)C(CNS(=O)(=O)c1ccccc1)c1ccccc1 (stereo unspecified)	?	.	-8%	.	.	5%	.	-3%
NC(=S)N/N=C/c1coc2ccc(O)cc2c1=O	-11%	-13%[9.22 µM]	?	-3%	?	0%	-16%[10 µM]	.
O=C(O)c1cccc(C(=O)O)n1	-2%	-7%	-13%	8.9µM*	15%	-9%	15%	-9%
COCCn1c(SCC(=O)N2CCCCC2)nc2cccnc21	8%	-2%	2%	5%	-6%	-5%	-19%[10 µM]	.
Cc1cc(=O)[nH]c2ccc(Cl)cc12	7%	9%	5%	-3%	10%	7%	-1%	6%
CC(C)(C)OCC(O)CN1CCN(C(=O)c2ccccc2)CC1 (stereo unspecified)	9%	19%	3%	?	?	10%	.	11%
CCOc1cccc(OCCCn2c(-c3ccc(Br)cc3)nc3ccccc3c2=O)c1	-8%	.	-8%	.	.	?	.	-7%
CCOCCCN1CC(C(=O)NCc2ccc3c(c2)OCO3)CC1=O (stereo unspecified)	-3%	4%	-3%	-7%	-9%	-4%	5%	-11%
N=c1c(S(=O)(=O)c2ccc(Cl)cc2)cc2c(=O)n3ccccc3nc2n1CCN1CCOCC1	-8%	4%	?	?	?	-1%	11%[10 µM]	-9%
CC[n+]1c(C)cc(C)n1-c1ccccc1	-1%	-19%	0%	-7%	6%	1%	-29%	-25%
COc1ccc2nc(C)cc(SCC(=O)NNC(=O)COc3ccccc3)c2c1	-2%	2%	-13%	-19%	4%	?	?	-7%
COc1cccc(-n2c(SCC(=O)Nc3nc4ccccc4s3)nc3ccccc3c2=O)c1	-5%	-2%[9.22 µM]	?	-17%	.	8%	8%[10 µM]	.
COC(=O)c1ccsc1NC(=O)c1ccccc1	-23%	-25%	-15%	?	-2%	-7%	-4%	-17%

Part of the list above in order of SMILES length, rising.
SMILES	Tau fluor cs	HTT aggregate	Tau fibril ThT	KDM4E inh	ALDH1A1 inh	Tau fibril FP	HTT ATP protect	SMN2 splice up
CC[n+]1c(C)cc(C)n1-c1ccccc1	-1%	-19%	0%	-7%	6%	1%	-29%	-25%
Cc1ccsc1/C=N/n1c(=S)[nH]nc(C)c1=O	-5%	-5%	-8%	2%	0%	-5%	18%[0.074 µM]	7%
COc1cccc(-n2c(SCC(=O)Nc3nc4ccccc4s3)nc3ccccc3c2=O)c1	-5%	-2%[9.22 µM]	?	-17%	.	8%	8%[10 µM]	.

The list goes on.
SMILES	Tau fluor cs	HTT aggregate	Tau fibril ThT	KDM4E inh	ALDH1A1 inh	Tau fibril FP	HTT ATP protect	SMN2 splice up
O=c1ncccn1[C@@H]1O[C@H](CO)C(O)[C@@H]1O (stereo partly specified)	-12%	.	-16%	.	-8%	?	-9%	.
CN(C(=O)COC(=O)c1ccc2c(=O)n3c(nc2c1)CCC3)c1ccccc1	5%	?	7%	5%	?	7%	9%[10 µM]	20%
CCOc1cc(CO)cc(Br)c1OCC(N)=O	-6%	6%	-6%	11%	4%	0%	-33%	-1%
CN1CCc2c(sc(N)c2C(N)=O)C1	-15%	1%	?	?	?	?	8%[10 µM]	8%
CCOC(=O)NC(=S)Nc1ccc(C(C)(C)C)cc1Br	-26%	13%[9.22 µM]	?	-26%	1%	-3%	11%[10 µM]	.
Cc1ccc(N2C(=O)C(O)(C(F)(F)F)C3=C2CC(C)(C)CC3=O)cc1C (stereo unspecified)	5%	23%	9%	-2%	2%	3%	-31%	-17%
CCN(CC)S(=O)(=O)c1csc(C(=O)Nc2ccccn2)c1	-1%	?	-6%	-1%	-7%	2%	8%[10 µM]	?
Cc1ccccc1OCCCN1C(=O)C(=O)c2cccc(C)c21	-21%	0%	22µM*	-7%	0.11µM*	-15%	-1%[10 µM]	18%
CCC(=O)N1CCc2cc(S(=O)(=O)NCCC(=O)Nc3ccc(C)cc3C)ccc21	-7%	.	1%	.	.	-5%	.	1%
CC1(C)CC(=O)C2=C(C1)OC(N)=C(C#N)C21CCC2(CC1)OCCO2	-11%	14%	?	?	?	-6%	-3%	5%
CC(=O)OC1CSc2nc3ccccc3n2C1 (stereo unspecified)	-1%	0%	-5%	-1%	8%	4%	-8%[10 µM]	-16%
Nc1nc(N)nc(-c2ccc(Oc3ccccc3)cc2)n1	-9%	-5%	-9%	6%	-15%	4%	-1%	-23%
O=C(COc1ccc2oc3c(c2c1)CCCC3)Nc1cccc(Br)c1	?	.	?	.	.	-18%	.	2%
CC(=O)Cn1nnc(-c2ccc(C(F)(F)F)cc2)n1	6%	3%[9.22 µM]	7%	-5%	.	-4%	5%[10 µM]	.
Cc1ccc(C)c(OCCn2cc(C(=O)O)c3ccccc32)c1	-13%	-8%	-13%	-1%	-6%	-5%	-15%	4%
Cc1cccc(C)c1NC1=NC(=S)N(c2ccc(N(C)C)cc2)C1(C)C	-18%	5%	-17%	4%	?	6%	-8%	-11%
Cc1sc2nc(CSCC(=O)Nc3ccc(N4CCOCC4)cc3)[nH]c(=O)c2c1C	-13%	-6%[9.22 µM]	?	-13%	11µM*	?	-13%[10 µM]	.
Nc1[nH]nc2nc(NCc3ccccc3)c3c(c12)CCN(Cc1ccccc1)C3	-6%	-1%[9.22 µM]	-10%	?	?	10%	-49%[inhibitor]	25µM*
Cc1ccc(S(=O)(=O)N2CCN(C(=O)c3ccc(Cl)nc3)CC2)cc1	1%	-10%	2%	9%	-3%	9%	-17%	-4%
c1cc2c(cc1C1CCCCC1)c1c3n2CCCNC3CCC1 (stereo unspecified)	-14%	-7%	?	0%	-10%	4%	8%[10 µM]	10%
Oc1ccc(Br)cc1C=Nc1ccc(Cl)cc1	-5%	1%	-5%	-8%	7%	-4%	19%	-39%[inhibitor]
COc1cc(C2N=C(c3ccccc3)NO2)cc(Br)c1O (stereo unspecified)	-9%	-23%	?	-6%	-9%	7%	-4%[10 µM]	10%
COc1cc(C2C(C#N)=C(N)N(Nc3ccccc3)C3=C2C(=O)CC(C)(C)C3)ccc1OCc1ccccc1 (stereo unspecified)	?	?	-17%	?	?	-4%	-54%[inhibitor]	4%
O=c1ccc(Cl)n[nH]1	-6%	-7%[9.22 µM]	-4%	4%	.	3%	4%[10 µM]	.
CCCCNC(=O)COc1ccccc1[N+](=O)[O-]	7%	6%	-1%	18%	8%	9%	-13%[10 µM]	11%
Cc1cc(N2CCN(c3ccccc3)CC2)n2ncnc2n1	-19%	-14%[9.22 µM]	?	2%	5%	-2%	12%[10 µM]	.

Compounds shown so far containing bromine, in the order listed:
SMILES	Tau fluor cs	HTT aggregate	Tau fibril ThT	KDM4E inh	ALDH1A1 inh	Tau fibril FP	HTT ATP protect	SMN2 splice up
CCOc1cccc(OCCCn2c(-c3ccc(Br)cc3)nc3ccccc3c2=O)c1	-8%	.	-8%	.	.	?	.	-7%
CCOc1cc(CO)cc(Br)c1OCC(N)=O	-6%	6%	-6%	11%	4%	0%	-33%	-1%
CCOC(=O)NC(=S)Nc1ccc(C(C)(C)C)cc1Br	-26%	13%[9.22 µM]	?	-26%	1%	-3%	11%[10 µM]	.
O=C(COc1ccc2oc3c(c2c1)CCCC3)Nc1cccc(Br)c1	?	.	?	.	.	-18%	.	2%
Oc1ccc(Br)cc1C=Nc1ccc(Cl)cc1	-5%	1%	-5%	-8%	7%	-4%	19%	-39%[inhibitor]
COc1cc(C2N=C(c3ccccc3)NO2)cc(Br)c1O (stereo unspecified)	-9%	-23%	?	-6%	-9%	7%	-4%[10 µM]	10%
